CHT inh: inhibitors of human choline transporter CHT; CHT-expressing cells, membrane potential dye, choline response; active compounds read low; 310,000 compounds, 0.86% hits; B-score at 10 µM; High affinity choline transporter 1 (Homo sapiens), Q9GZV3;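 active = B-score over 3 SD under the library average, and starting fluorescence ratio not unusually high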;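 also: choline stimulus applied at its EC90 after an EC20 pre-addition; B-score computed on integrated fluorescence ratio after choline addition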
Target sequence (Q9GZV3 whole entry, looked up): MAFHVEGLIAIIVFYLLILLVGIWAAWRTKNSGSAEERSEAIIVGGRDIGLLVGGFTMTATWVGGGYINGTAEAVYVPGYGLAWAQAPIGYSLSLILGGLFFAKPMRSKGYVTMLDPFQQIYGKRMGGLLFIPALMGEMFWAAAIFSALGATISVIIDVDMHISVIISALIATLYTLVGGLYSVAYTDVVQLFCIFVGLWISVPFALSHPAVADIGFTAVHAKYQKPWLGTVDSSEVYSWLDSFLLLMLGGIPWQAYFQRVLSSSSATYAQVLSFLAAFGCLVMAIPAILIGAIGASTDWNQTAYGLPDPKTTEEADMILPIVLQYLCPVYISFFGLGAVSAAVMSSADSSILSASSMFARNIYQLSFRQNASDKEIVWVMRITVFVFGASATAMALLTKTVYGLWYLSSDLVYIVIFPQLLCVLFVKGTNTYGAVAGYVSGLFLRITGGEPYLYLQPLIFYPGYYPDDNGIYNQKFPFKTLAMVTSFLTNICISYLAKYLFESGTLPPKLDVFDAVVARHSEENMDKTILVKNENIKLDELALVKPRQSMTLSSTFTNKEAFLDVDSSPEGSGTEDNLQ
KCNQ2 inh: KCNQ2 potassium channel inhibitors, primary screen, cell-based, CHO-K1, FluxOR thallium flux, B-score (AID 2156); Potassium voltage-gated channel subfamily KQT member 2 (Rattus norvegicus), O88943; 20 min; active compounds read low; B-score at 10 µM; 310,000 compounds, 1.1% hits;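 active = fluorescence ratio B-score at most minus 3 library SDs, with starting brightness B-score within 2 library SDs, cut at about -5.5 in these data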
* = called active by the depositor; i = inactive; . = not tested or not shown. An unsorted share of the library; any-hit rate near 1.9%.

Sequence of screens – CHT inh	KCNQ2 inh
Cc1ccc(C)c2c(SC(C)C(=O)NCc3ccco3)nc(-c3ccccc3)nc12 (stereo not given)
→ i	i
Cc1ccc(-c2cc(C(F)(F)F)n3nc(C(=O)Nc4ccon4)cc3n2)cc1C
→ i	i
O=C(NCc1cccc(CNC(=O)C(=O)NCC2CCCO2)c1)C(=O)NCC1CCCO1 (stereo not given)
→ i	i
O=C(OCc1nc2scc(-c3ccccc3)c2c(=O)[nH]1)c1cc([N+](=O)[O-])ccc1Cl
→ i	i
O=C(c1cc2n(n1)C(C(F)(F)F)CC(c1ccc(F)cc1)N2)N1CCCC1 (stereo not given)
→ i	i
COC(=O)c1ccc(NC(=S)NNC(=O)c2ccccc2)cc1
→ i	i
O=c1cc(CSc2ccccc2)nc(-c2ccccc2)[nH]1
→ i	i
O=C(N/N=C\c1ccc(Br)cc1)c1ccc(Cn2cccn2)o1
→ i	i
O=c1[nH]nc(SCc2nc3ccccc3s2)n1C1CC1
→ i	i
COc1ccc(-n2ccnc(SCC(=O)NC3CCCCC3)c2=O)cc1
→ i	i
COc1ccc(CNC(=O)[C@H](C)NC(=O)C2CCN(S(=O)(=O)c3ccc(C)cc3)CC2)cc1
→ i	i
Clc1ccc(CSc2nnc3ccccn23)c(Cl)c1
→ i	i
O=C(c1ccco1)N1CCCC(c2ccccc2)C1 (stereo not given)
→ i	i
COc1cc(/C=N/Nc2cc(C)nc(N)n2)ccc1O
→ i	i
CCSc1nnc(NC(=O)c2cnccn2)s1
→ i	i

(further entries)
Sequence of screens – CHT inh	KCNQ2 inh
COc1ccc(CCNC(=O)c2ccc(CN3CCC(Cc4ccccc4)CC3)cc2)cc1OC
→ i	i
O=C(NCCCN1CCCC1=O)NC12CC3CC(CC(C3)C1)C2
→ i	i
Cc1ccc(C)c(S(=O)(=O)NCC(c2ccco2)N2CCc3ccccc3C2)c1 (stereo not given)
→ i	i
Cc1nn(C)c(C)c1/C=N/NC(=O)CCn1cc([N+](=O)[O-])cn1
→ i	i
O=C(c1cc2nc(-c3ccccc3)cc(-c3ccccc3)n2n1)N1CCN(C(=O)c2ccco2)CC1
→ i	i
O=C(CNC1CCCCC1)Nc1cccc([N+](=O)[O-])c1
→ i	i
CCOC(=O)C1(Cc2ccc(OC)cc2)CCN(C(=O)c2csc(C)n2)CC1
→ i	i
CCc1nnc(NC(=O)CSc2nnc(C)n2-c2ccc(C)cc2)s1
→ i	i
CN(C)C(=O)NC(Nc1cccc([N+](=O)[O-])c1)C(Cl)(Cl)Cl (stereo not given)
→ i	i
CCN(CC)CCN1C(=O)C2C(C(=O)Nc3cccc(C)c3)C3C=CC2(O3)C1C(=O)NC1CCCC(C)C1C (stereo not given)
→ i	i
CCn1cc(S(=O)(=O)Nc2cc(C)ccc2F)cn1
→ i	i
NNC(=S)NCCc1ccccc1
→ i	i
CCOC(=O)c1cc(C)sc1NC(=S)Nc1ccccc1
→ i	i
O=C(O)CC/C(=N\NC(=O)c1ccccc1Br)c1ccccc1
→ i	i
O=c1c2sccc2nc(SCc2cc(=O)n3ccccc3n2)n1Cc1ccccn1
→ i	i

Whole records, quoted from the list.
Shown for CCN(CC)CCN1C(=O)C2C(C(=O)Nc3cccc(C)c3)C3C=CC2(O3)C1C(=O)NC1CCCC(C)C1C (stereo not given) : CHT inh = i; KCNQ2 inh = i
Shown for O=C(c1cc2n(n1)C(C(F)(F)F)CC(c1ccc(F)cc1)N2)N1CCCC1 (stereo not given) : CHT inh = i; KCNQ2 inh = i
Shown for O=C(c1ccco1)N1CCCC(c2ccccc2)C1 (stereo not given) : CHT inh = i; KCNQ2 inh = i

(list continues)
Sequence of screens – CHT inh	KCNQ2 inh
O=C(Nc1ccccc1O)c1ccc(Cl)cc1
→ i	i
COc1ccc(-n2c(=O)c3ccccc3n(CC(=O)Nc3cccc(OC)c3)c2=O)cc1
→ i	i
CCC(=O)N(Cc1cc2cc(OC)ccc2[nH]c1=O)c1ccc(C)cc1
→ i	i
CCC(=O)O/N=C(\N)c1ccc(Oc2cc(C)c(Cl)c(C)c2)c([N+](=O)[O-])c1
→ i	i
O=C(CN(C(=O)CNS(=O)(=O)c1ccc(F)cc1)c1ccc(F)cc1)NCc1ccco1
→ i	i
CN(C)/C=C1\C(=O)N(c2ccc(F)cc2F)C(c2cccnc2)S1(=O)=O (stereo not given)
→ i	i
COc1cccc(-c2nc(-c3ccncc3)no2)c1
→ i	i
Clc1ccccc1OCc1nc(-c2ccccn2)no1
→ i	i
CCC1C(=O)N(c2nc(C)cc(C)n2)N=C1C (stereo not given)
→ i	i
O=C(COc1cccc2cccnc12)N/N=C/c1cccn1-c1ccc(F)cc1
→ i	-7.19*
O=C(Nc1cccc(N=Cc2cc(Cl)cc(Br)c2O)c1)c1ccco1
→ -7.12*	i
CCOC(=O)N1CCN(S(=O)(=O)N2CCCC(C(=O)NCCc3ccc(Cl)cc3)C2)CC1 (stereo not given)
→ i	i
COC(=O)c1nn(-c2ccccc2)c(=O)cc1Oc1ccc(Cl)cc1
→ i	i
CCOC(=O)CNC(=S)N(Cc1ccc(C)cc1)Cc1ccc(C)o1
→ i	i
Cc1cccc(C)c1NC(=O)N1CCC(n2c(=O)[nH]c3ccccc32)CC1
→ i	i

Further structures follow:
Sequence of screens – CHT inh	KCNQ2 inh
CCOc1ccccc1C(=O)NCCCCCC(=O)O
→ i	i
Cc1ccc(NC(=O)C(=O)NCc2ccc(/C=N/NC(=O)c3c(C)nc4cc(C)ccn34)o2)cc1
→ i	i
Cc1cc(-n2c(SCC(=O)Nc3ccc(F)c(F)c3)nc3n[nH]c(C)c3c2=N)ccc1Cl
→ i	i
Cc1cccn2c(=O)c3cc(C(=O)NCCN4CCOCC4)c(=N)n(CCCN4CCOCC4)c3nc12
→ i	i
O=C(CCC(=O)c1ccc(F)cc1)NCc1ccccc1C(F)(F)F
→ i	i
CN(CC(=O)Nc1cccc(F)c1)C(=O)Cn1c(=O)cnc2ccccc21
→ i	i
CCOC(=O)Cc1cnc(NC(=O)NC(C(=O)OCC)(c2ccccc2)C(F)(F)F)s1 (stereo not given)
→ i	i
O=C(Nc1ncc(Cc2ccccc2Cl)s1)C1=NCCN1
→ i	i
O=C(O)COc1ccccc1-c1nc(-c2ccccc2)c(-c2ccccc2)[nH]1
→ i	i
O=C(Nc1cccnc1)c1ccc(COc2ccccc2Br)o1
→ -5.74*	i
Cc1cc(C)c(Cn2c3ccccc3c3cnn(CC(=O)NCCN4CCOCC4)c(=O)c32)c(C)c1
→ -11.7*	i
Cc1cc(C)c(S(=O)(=O)N2CCCOC2CNC(=O)C(=O)NCc2cccnc2)c(C)c1 (stereo not given)
→ i	i
O=C(Cc1ccccc1)N/N=C/c1cccs1
→ i	i
COc1ccc(CNC(=O)N2CCN(c3ccccc3)CC2)cc1
→ i	i
CCOC(=O)C1=C(C)Nc2nnnn2C1c1cccnc1 (stereo not given)
→ i	i

(further entries)
Sequence of screens – CHT inh	KCNQ2 inh
O=C(CSc1ncccc1C(=O)O)Nc1ccc2c(c1)OCCO2
→ i	i
COc1ccc(Cc2n[nH]c(=S)n2C)cc1Br
→ i	i
Cc1nn(-c2ccccc2)c(C)c1CN
→ i	i
CC1(c2nnc(-c3ccccc3)o2)CC(c2ccc([N+](=O)[O-])cc2)=NO1 (stereo not given)
→ i	i
COC(=O)c1ccc(Oc2nc(NC(C)C)nc(NC(C)C)n2)cc1
→ i	i
Cc1cc(N2CCN(c3nc(-c4ccc([N+](=O)[O-])cc4)cs3)CC2)c2ccccc2n1
→ i	i
Cc1ccc(N2CC(C(=O)Nc3cc(C)on3)CC2=O)cc1 (stereo not given)
→ i	i
C=CCNC(=O)c1ccc2c(=O)n(CCCN3CCCC3=O)c(=S)[nH]c2c1
→ i	i
Cc1cccc(C)c1OC(=O)CSc1nnc(-c2ccccc2)o1
→ i	i
COc1cc(CCC(=O)NCc2ccc(F)cc2)cc(OC)c1OC
→ i	i
CC(=O)n1cc(C2C(=O)CCCC2=O)c2ccccc21
→ i	i
Cc1ccc(S(=O)(=O)N2CCN(Cc3ccccc3)CC2)c(C)c1N(C)S(=O)(=O)c1ccccc1
→ i	i
Cc1ccc(C)c(S(=O)(=O)N2CCCCC2CCNC(=O)C(=O)NCc2ccco2)c1 (stereo not given)
→ i	i
COc1ccc(Br)cc1CN(C)C(=O)c1ccccc1OCc1c(C)noc1C
→ i	-8.57*
CC(C)(C)C(=O)OCc1nc(-c2ccc(C(F)(F)F)cc2)cs1
→ i	-5.59*

(continued)
structure,CHT inh,KCNQ2 inh
O=C(NC1CCCC1)C1CCC(=O)N1C1CCCC1 (stereo not given),i,i
O=C(CSc1nc2[nH]ncc2c(=O)n1-c1ccccc1)NCCc1ccccc1,i,i
O=C(NCc1ccco1)C1CCCN(S(=O)(=O)Cc2ccccc2)C1 (stereo not given),i,i
COc1ccc(C(=O)N/N=C/c2cccc3cccnc23)cc1,i,i
Cc1cc(C)nc(NS(=O)(=O)c2ccc(NC(=S)NC(=O)CC(C)C)cc2)n1,i,i
O=C(CCn1c(=O)oc2ccccc21)NC1=NCCS1,i,i
COc1ccc(CCC(=O)Nc2ccc(C(=O)c3ccncc3)cc2)cc1,i,i
O=C(c1ccc(Cn2cc([N+](=O)[O-])cn2)o1)N1CCCCCC1,i,i
CCOc1ccc(-c2nnn(CC(=O)N3CCCC3)n2)cc1OCC,i,i
O=C(NC1CCCC1)C(c1ccccn1)N(C(=O)c1csnn1)c1ccccc1Br (stereo not given),i,i

Additional results.
structure,CHT inh,KCNQ2 inh
COc1ccc(NS(=O)(=O)c2ccc3c(c2)NC(=O)CC(=O)N3)cc1OC,i,i
CCC(=O)N(Cc1ccco1)c1nc(C(=O)Nc2ccc(Cl)cc2)c(C)s1,i,i
COc1ccc(OCCSc2nc3ccccc3n2CC(=O)O)cc1,i,i
COc1ccc(CCN(C(=S)Nc2ccccc2)C2CC(=O)N(c3ccccc3)C2=O)cc1 (stereo not given),i,i
C/C(=N\NC(=O)CSc1nnc(C)s1)c1ccc(Cl)cc1,i,i
COCCn1c(SCC(=O)Nc2cc(C(C)(C)C)nn2-c2ccccc2)nc2ccccc2c1=O,i,i
S=C(NCC1CCCO1)NC1CCCC1 (stereo not given),i,i
Cc1ccc(S(=O)(=O)NCCC(=O)N2CCN(S(=O)(=O)c3cccc(F)c3)CC2)cc1C,i,i
O=C(CCS(=O)(=O)c1ccccc1)Nc1nc2cc3c(cc2s1)OCCO3,i,i
CC(=O)Nc1sc2c(c1-c1nc3ccccc3s1)CCN(C(C)C)C2,i,.

Reprinted from the part before: 4 entries, then new ones.
structure,CHT inh,KCNQ2 inh
S=C(NCC1CCCO1)NC1CCCC1 (stereo not given),i,i
Cc1ccc(S(=O)(=O)NCCC(=O)N2CCN(S(=O)(=O)c3cccc(F)c3)CC2)cc1C,i,i
O=C(CCS(=O)(=O)c1ccccc1)Nc1nc2cc3c(cc2s1)OCCO3,i,i
CC(=O)Nc1sc2c(c1-c1nc3ccccc3s1)CCN(C(C)C)C2,i,.
CC1CCCN(S(=O)(=O)c2ccc(NC(=O)CCN3C(=O)c4ccccc4C3=O)cc2)C1 (stereo not given),i,i
CCCCNC(=O)CSc1nc2n[nH]c(C)c2c(=N)n1-c1cccc(Cl)c1C,i,i
CC1(C)Cc2cccc(OCC(=O)OCC(=O)NCc3ccccc3)c2O1,i,i
COC(=O)C1(C)CN(S(=O)(=O)c2ccc(C)cc2)c2cc(OC)ccc2C1=O (stereo not given),i,i
C=C(C)c1cccc(C(C)(C)NC(=O)N2CCCC2)c1,i,i
CCN(CC)CC1(O)CCN(C(=O)c2ccc(Cl)c(Cl)c2)CC1,i,i
CCC(C)Cn1c(C)nc2ccccc21 (stereo not given),i,i
CCOc1ccc(NC(=O)N2CCCC2C(=O)NCc2ccco2)cc1 (stereo not given),i,i
Cc1cc(C)c(C(N)=O)c(Nc2ccc(F)cc2)n1,i,i
CC(C)N1CC(O)=C(c2ccccc2)C1=N,i,i

Additional results follow.
structure,CHT inh,KCNQ2 inh
CCc1ccc(N2Cc3ccccc3C2)cc1,i,i
C=CCOC(=O)C1=C[C@@H](c2coc3ccccc3c2=O)[C@H](CCCO)[C@@H](OCC)O1,i,i
Cc1sc2ncn(CC(=O)Nc3cccc(S(N)(=O)=O)c3)c(=O)c2c1-c1ccccc1,i,i
CC(=O)N(Cc1cc2cc(C)c(C)cc2n2nnnc12)CC1COCCO1 (stereo not given),i,i
O=C(CN1C(=O)c2ccccc2S1(=O)=O)NCc1c(F)cccc1F,i,i
COc1ccc(-n2nnnc2SCC(=O)NCc2cccs2)cc1,i,i
CC1CCN(C2=NC(=O)/C(=C/c3cn(-c4ccccc4)nc3-c3cccc(S(=O)(=O)N(C)C)c3)S2)CC1,i,i
Cc1ccc(S(=O)(=O)C2(C(=O)NC3CCCCC3C)CC2)cc1 (stereo not given),i,i
O=C(OCc1nc2ccccc2[nH]1)C1CCCCC1,i,i
COc1ccc(NC(=O)C2CC(c3cc(OC)c(OC)c(OC)c3)=NO2)cc1OC (stereo not given),i,i

Other compounds follow:
structure,CHT inh,KCNQ2 inh
Cc1ccc(CC(=O)OCC(=O)NC2CCCC(C)C2C)cc1C (stereo not given),i,i
O=C(Nc1nc2ccccc2[nH]1)C1CCCO1 (stereo not given),i,i
CCCC(=O)Nc1c2c(nn1-c1ccc(C)cc1C)CSC2,i,i
COc1ccccc1/C=C/C(=O)OCC(=O)Nc1c(F)cccc1F,i,i
O=C(NCCc1cccc(C(F)(F)F)c1)C1CCC(=O)N(Cc2ccc(Cl)cc2)C1 (stereo not given),i,i
COc1ccc(CNC(=O)C2CCN(S(=O)(=O)c3ccc4c(c3)N(C(C)=O)CCO4)CC2)cc1,i,i
CCC(C(=O)NCCCN1CCCC1=O)n1c2ccccc2c2nc(=O)cc(C)n21 (stereo not given),i,i
Cc1ccc(S(=O)(=O)N2CCN(c3ncccn3)CC2)cc1C,i,i
